mIAP activ: increases mouse intestinal alkaline phosphatase activity. actives 0.24% (n = 330,000). activation factor at 10 µM. muIAP, CDP-Star luminescence, 30 min; hits give high values; 1 = vehicle-only enzyme signal, 0 = enzyme-free wells;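 active = activation factor of at least 2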; note: the source names both 10 and 20 µM as test concentration; values of inactives mirror those of a sister screen read the other way
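System: Mouse IAP enzyme | Also added: CDP-Star substrate | Dosing: Compounds dispensed in DMSO | Schedule: 30 min enzyme-substrate-compound incubation at room temperature | Technique: Chemiluminescence readout | Control set: DMSO-only wells and no-enzyme negative control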
ATG4B inhibitor: inhibitors of human ATG4B cysteine protease. inhibition, % at 8.33 µM. ATG4B cleavage of LC3-PLA2, NBD-HPC fluorescence, 1 h. actives 0.51% (n = 340,000). Q9Y4P1; in the data active = inhibition above about 40%
Target sequence (Q9Y4P1 whole entry, looked up): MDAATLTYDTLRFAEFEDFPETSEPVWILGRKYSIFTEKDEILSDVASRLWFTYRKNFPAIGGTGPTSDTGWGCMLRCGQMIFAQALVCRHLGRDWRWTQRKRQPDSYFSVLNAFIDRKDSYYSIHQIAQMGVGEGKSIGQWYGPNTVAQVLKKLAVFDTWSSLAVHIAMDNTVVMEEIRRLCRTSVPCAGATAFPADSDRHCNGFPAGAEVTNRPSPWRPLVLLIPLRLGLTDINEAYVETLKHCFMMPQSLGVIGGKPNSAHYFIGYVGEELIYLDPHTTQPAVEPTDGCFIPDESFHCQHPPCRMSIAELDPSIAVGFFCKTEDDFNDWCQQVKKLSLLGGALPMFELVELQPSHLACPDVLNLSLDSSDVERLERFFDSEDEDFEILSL
PfGluPho inh: PfG6PD (Plasmodium falciparum) enzyme inhibition; PfGluPho enzyme, NADPH resazurin-diaphorase fluorescence; inhibition, % at 20 µM; actives 0.78% (n = 350,000); AID 504690;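 active = inhibition reaching at least a set limit at 20 µM in the primary screen, cut at about 59% in these data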;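 note: 0% = DMSO wells with substrate and 100% = DMSO wells lacking glucose-6-phosphate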
HKDC1 inhibitor: inhibitors of human hexokinase HKDC1 | inhibition, % at 20 µM | Q2TB90 | recombinant HKDC1, G6PDH/diaphorase resazurin coupled fluorescence | AID 493160 | actives 0.16% (n = 340,000);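 active = inhibition above about 35% when tested at 20 µM, limit read from the data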;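 note: plate controls were DMSO wells with enzyme for no effect and DMSO wells lacking enzyme for full effect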
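Assay system – recombinant HKDC1 (HK5) hexokinase enzyme, produced in-house · Input – HKDC1 at 5 µg/mL · Reagent – glucose plus 1 mM ATP as hexokinase substrates · Timing – 90 min reaction incubation at room temperature, dark · Measured by – G6PDH/diaphorase-coupled fluorescence, 1 mM NADP, 100 µM resazurin, 525/613 nm · Benchmarks – DMSO-enzyme wells negative, buffer-substituted wells positive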
mIAP block: mouse IAP inhibition. purified mouse IAP, CDP-Star luminescence, 30 min. inhibition, % at 10 µM. actives 0.2% (n = 330,000);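 active = inhibition of at least 40% at 10 µM in the primary screen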;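 note: plate controls were DMSO with enzyme for no effect and no enzyme wells for full effect; values of inactives mirror those of a sister screen read the other way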
A3A deaminase: blocks human APOBEC3A ssDNA deamination; P31941; recombinant A3A, FAM/TAMRA ssDNA deamination fluorescence; inhibition, % at 20 µM; actives 0.41% (n = 330,000); AID 493011;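 active = at least 40% inhibition at 20 µM here, with at most 30% in a related deaminase screen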;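 note: plate controls were A3A with DMSO for no effect and wells lacking A3A enzyme for full effect; some results filed as inactive read as strong as hits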
hIAP inh: blocks human intestinal alkaline phosphatase. P09923. purified IAP, CDP-Star luminescence, 30 min. inhibition, % at 10 µM. actives 0.12% (n = 330,000). AID 2544;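 active = inhibition reaching a set limit with compound at 10 µM in the primary screen, cut at about 35% in these data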;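 note: plate controls were DMSO wells with enzyme for no effect and no-enzyme buffer wells for full effect; values of inactives mirror those of a sister screen read the other way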
Target sequence (P09923 whole entry, looked up): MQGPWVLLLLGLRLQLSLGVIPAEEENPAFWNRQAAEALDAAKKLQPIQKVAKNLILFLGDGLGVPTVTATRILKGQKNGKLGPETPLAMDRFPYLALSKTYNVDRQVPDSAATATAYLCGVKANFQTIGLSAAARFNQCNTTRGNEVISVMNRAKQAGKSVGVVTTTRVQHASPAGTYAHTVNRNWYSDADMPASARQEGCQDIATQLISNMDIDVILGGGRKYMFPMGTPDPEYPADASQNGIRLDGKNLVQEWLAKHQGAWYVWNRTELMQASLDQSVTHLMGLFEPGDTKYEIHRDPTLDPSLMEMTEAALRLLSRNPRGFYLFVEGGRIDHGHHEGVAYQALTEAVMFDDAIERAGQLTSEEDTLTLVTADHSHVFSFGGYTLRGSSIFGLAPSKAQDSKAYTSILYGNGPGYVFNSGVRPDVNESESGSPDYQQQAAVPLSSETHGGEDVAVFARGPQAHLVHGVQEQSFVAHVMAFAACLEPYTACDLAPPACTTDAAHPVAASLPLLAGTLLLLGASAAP
hIAP activ: human IAP activation; P09923; purified human IAP, CDP-Star luminescence, 30 min; hits give high values; 1 = vehicle-only enzyme, 0 = enzyme-free background; activation factor at 10 µM; actives 0.16% (n = 330,000);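 active = activation factor of the enzyme at least 2-fold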; note: the source names both 10 and 20 µM as test concentration; values of inactives mirror those of a sister screen read the other way
Active calls of the source: *; nt = not tested or not shown.

mIAP activ | ATG4B inhibitor | PfGluPho inh | HKDC1 inhibitor | mIAP block | A3A deaminase | hIAP inh | hIAP activ | molecule
0.95 | 6 | 6 | -9 | 5 | -2 | -13 | 1.1 | O=C(Nc1ccncc1)c1ccc2ncsc2c1
0.99 | -5 | 8 | 8 | 1 | -4 | 13 | 0.87 | COc1ccc(C(=O)N2CCCC(Nc3ccc(F)cc3)C2)c(OC)c1 (stereo not given)
1.1 | -13 | 0 | -14 | -11 | 1 | -2 | 1 | N#Cc1ccc(CN2CCN(C(=O)c3ccccc3)CC2)c(Cl)c1
1 | -8 | 2 | -2 | -3 | -4 | 3 | 0.97 | CC(=O)N1CCSc2ccc(S(=O)(=O)NCc3ccc(F)cc3)cc21
1 | -3 | 30 | 1 | -2 | -2 | 14 | 0.86 | Cc1ccccc1CS(=O)(=O)c1nnc([C@H](Cc2ccccc2)NC(=O)OC(C)(C)C)o1
0.96 | 0 | 10 | 4 | 4 | -1 | 11 | 0.89 | CC1=C(C(=O)Nc2ccccc2C)C(c2ccc(C)o2)NC(=S)N1 (stereo not given)
0.96 | -21 | 2 | -7 | 4 | 2 | -7 | 1.1 | CC(C)CNC(=O)COC(=O)CCC(=O)c1ccc(Cl)cc1
0.9 | 3 | 16 | -8 | 10 | -1 | -14 | 1.1 | O=C(NCCOc1cccc(Cl)c1Cl)c1cc(-n2cnnc2)ccc1Cl
1 | 1 | -24 | -6 | -3 | -2 | -12 | 1.1 | COc1ccc(Cl)cc1NC(=O)C1CC(c2ccccc2O)=NO1 (stereo not given)
0.89 | 0 | -12 | -1 | 11 | -4 | -16 | 1.2 | CCC(=O)NNC(=O)c1cc(COc2cc(Cl)cc(Cl)c2)on1
0.84 | 1 | 39 | 16 | 16 | 0 | 28 | 0.72 | COc1ccc(NC(=O)/C(Cl)=C(/Cl)S(=O)Cc2ccc(Cl)cc2)cn1 (stereo not given)
1.1 | -12 | -48 | 27 | -6 | 0 | 4 | 0.96 | CC(C)c1nc2sc3c(=O)[nH]c(=S)[nH]c3c2c2c1CCCC2
1.1 | 1 | -2 | -4 | -8 | 2 | -5 | 1.1 | CC(=O)C1=C(C)N(Cc2ccccc2)C(=O)N[C@H]1CCc1ccccc1
0.91 | -2 | 10 | -13 | 9 | -3 | 8 | 0.92 | N/C(=N\OC(=O)c1cccnc1)c1ccccc1Cl
1.1 | -6 | 26 | 9 | -9 | -5 | 9 | 0.91 | Cc1ccc(-c2ccc(C(=O)Nc3ccccc3)o2)c2ccccc12
0.99 | 31 | 9 | -5 | 1 | -6 | 12 | 0.88 | CC(=O)c1ccc(OCc2cc(C(=O)NCCc3ccc(Cl)cc3)no2)cc1
1 | -5 | -14 | -4 | -4 | -5 | -34 | 1.3 | Cc1c(C(=O)Nc2ccc(S(=O)(=O)NCC3CCCO3)cc2)cccc1[N+](=O)[O-] (stereo not given)
0.9 | -2 | -11 | 4 | 10 | -3 | 5 | 0.95 | Cc1cc(/C=C(\C#N)C(=O)OCC#N)c(C)n1CC(C)C
0.95 | 2 | 12 | -3 | 5 | -3 | -28 | 1.3 | CCN(CC(=O)Nc1ccccc1OC)C(=O)c1cccc(-n2cccc2)c1
0.8 | 18 | -26 | 5 | 20 | -2 | 6 | 0.94 | CCOc1ccc(/C=C2\SC(=S)N(NS(=O)(=O)c3ccc(C)cc3)C2=O)cc1OC
0.92 | -1 | -1 | -5 | 8 | -5 | 8 | 0.92 | CC(NS(=O)(=O)c1cc2c3c(c1)CCC(=O)N3CCC2)c1ccccc1 (stereo not given)
0.98 | -6 | -4 | -13 | 2 | 3 | 3 | 0.97 | C/C(Nc1ccc(C)cc1)=C(/C#N)C(N)=O
1.1 | -1 | -1 | -7 | -6 | 0 | -10 | 1.1 | Cc1[nH]c(C)c(S(=O)(=O)Nc2ccccc2Cl)c1C(=O)N1CCCC1
1 | 17 | -32 | 11 | -2 | 2 | 5 | 0.95 | O=c1cc(N2CCc3ccccc3C2)[nH]c(=O)n1-c1ccc(Br)cc1
0.82 | -6 | 15 | 5 | 18 | -2 | -1 | 1 | O=c1oc2ccc(NS(=O)(=O)c3cccc4cccnc34)cc2s1
1 | -5 | -2 | 3 | -2 | 1 | 13 | 0.87 | CC(C(=O)O/N=C(\N)c1ccccn1)c1ccc([N+](=O)[O-])cc1 (stereo not given)
0.69 | -5 | 12 | -2 | 31 | -3 | 1 | 0.99 | CCOC(=O)CSC1=NC(=O)CS1
0.99 | -2 | -2 | 2 | 1 | -3 | -8 | 1.1 | Cc1ccc(S(=O)(=O)Cn2nnnc2C(CC(C)C)N2CCN(C3CCCC3)CC2)cc1 (stereo not given)
0.96 | nt | -11 | -2 | 4 | 5 | nt | nt | CC[C@]12c3[nH]c4cc(CCC(=O)N(C)C)ccc4c3CCN1C(=O)[C@@H](CC(=O)NCCCOC)C[C@@H]2C(=O)N1CCN(C(=O)c2ccco2)CC1
0.95 | -7 | 6 | -1 | 4 | -7 | 0 | 1 | Cc1ccc(C)c2[nH]c(=O)c(CCNC(=O)CC(C)C)cc12
1 | -3 | 2 | -6 | -2 | 2 | 18 | 0.82 | CC(=O)c1ccc(N2CCN(C(=O)c3ccc(Br)cc3)CC2)c(F)c1
0.89 | -17 | 9 | -1 | 11 | 2 | 13 | 0.87 | CNCc1ccccc1Sc1cccc(O)c1
1 | -2 | -8 | -4 | -1 | -6 | 0 | 1 | Cc1ccc(C(C)NC(=O)c2cc(C)oc2C)cc1 (stereo not given)
1 | 9 | 5 | -8 | -2 | -2 | 0 | 0.99 | CC1(C)N=C(c2ccc(Cl)cc2)C(=O)N1
1 | 1 | -4 | -7 | -2 | -3 | 3 | 0.97 | O=C1CC(c2ccccc2)CC(O)=C1C=NCCN1CCN(Cc2ccccc2)CC1 (stereo not given)
0.9 | -4 | -6 | -5 | 10 | 2 | 6 | 0.94 | O=C(COC(=O)c1cccc(S(=O)(=O)N2CCOCC2)c1)NCc1ccc2c(c1)OCO2
0.79 | 22 | 47 | 5 | 21 | -2 | 8 | 0.92 | Cc1ccc(C(=O)CSC2=NC(N)=C(C#N)C3(CCCCC3)C2C(N)=O)cc1 (stereo not given)
0.98 | 0 | -1 | 0 | 2 | -7 | 17 | 0.83 | CCC(C)[C@H]1CNCCN1CCc1cccc(F)c1 (stereo not given in full)
0.98 | -11 | -1 | -6 | 2 | 0 | -6 | 1.1 | COc1ccccc1CNC(=O)CN(C)S(=O)(=O)c1ccc(F)cc1
1.1 | -4 | -22 | 3 | -8 | -5 | -7 | 1.1 | O=C(COn1nnc2ccc(Cl)cc21)Nc1ccc(F)cc1
0.88 | 4 | 1 | 1 | 12 | -3 | -5 | 1 | S=c1[nH]nc(C(c2ccccc2)C2CCCCC2)o1 (stereo not given)
0.74 | -4 | 5 | 8 | 26 | -1 | 10 | 0.9 | N#CC1=C(N)Oc2n[nH]c(-c3ccc(F)cc3)c2C1c1cccc(OC(=O)N2CCOCC2)c1 (stereo not given)
1.2 | 3 | 8 | 15 | -16 | -1 | 7 | 0.93 | Clc1ccc(COc2ccccc2-c2ccnc3ncnn23)cc1
0.89 | 9 | 10 | 0 | 12 | -3 | 1 | 0.99 | CN(C)N1C(N)=C(C#N)C(c2ccc3c(c2)OCO3)C2=C1CCCC2=O (stereo not given)
0.97 | -5 | 6 | -4 | 3 | -4 | 12 | 0.88 | CN(CC(=O)Nc1ccccc1Cl)C(=O)C1CCN(S(=O)(=O)c2ccc3c(c2)OCCO3)CC1
0.97 | 13 | -18 | 7 | 3 | 2 | -4 | 1 | NC(=O)C(c1ccccc1)C1CCCCC1 (stereo not given)
1 | -12 | 5 | -4 | -2 | -9 | 1 | 0.99 | Cc1cccc(C(=O)N2CCN(C(=O)c3cccc(C)c3)C(C)C2)c1 (stereo not given)
1 | 5 | 3 | -10 | -4 | 58* | -11 | 1.1 | CCc1n(CC(O)COCc2ccccc2)c2ccccc2[n+]1C (stereo not given)
1.1 | -14 | 7 | 4 | -7 | 0 | 12 | 0.88 | CCC(C)NS(=O)(=O)c1ccc(NC(=O)c2c(-c3ccccc3)noc2C)cc1 (stereo not given)
0.91 | -8 | 18 | 1 | 9 | -5 | 12 | 0.88 | O=[N+]([O-])c1cc(S(=O)(=O)N2CCCC2)ccc1NCCc1ccccc1
0.97 | -3 | 2 | 6 | 3 | -5 | -36 | 1.4 | CCN(CC)C(=O)CC(c1ccc2c(c1)OCO2)c1c(O)cc(OC)cc1OC (stereo not given)
1 | -9 | 7 | -3 | -4 | -8 | 10 | 0.9 | CC1CCCC(C)N1/N=C/c1cccc(Br)c1 (stereo not given)
0.98 | -17 | 18 | -7 | 2 | 1 | -19 | 1.2 | COc1ccc(OC)c(NC(=O)NNC(=O)CCCOc2ccc(Cl)cc2C)c1
0.98 | 1 | -12 | -3 | 2 | 1 | -6 | 1.1 | CC(=O)c1sc(NC(=O)C2=NN(c3ccccc3)C(=O)CC2)nc1C
0.95 | 10 | 12 | -2 | 5 | -9 | -10 | 1.1 | S=C(c1ccc(-c2ccccc2)cc1)N1CCOCC1
0.94 | 0 | -3 | -3 | 6 | -1 | -27 | 1.3 | CCOc1ncccc1C(=O)Nc1cc(S(=O)(=O)N2CCOCC2)ccc1OCC(F)(F)F
1 | -8 | 9 | -3 | -4 | -3 | -5 | 1 | C=CCN1C(=NC(=O)CCCC(=O)O)SC2CS(=O)(=O)CC21 (stereo not given)
1 | -6 | 7 | 5 | -4 | -6 | 14 | 0.86 | Cc1nn(CC(=O)N2CCN(c3ccccc3)CC2)c(=O)c2ccccc12
0.96 | 4 | 2 | -2 | 4 | -1 | -3 | 1 | CCOc1ccc(C2=CC(c3ccccc3)n3ncnc3N2)cc1 (stereo not given)
1 | 3 | 6 | -10 | -2 | 2 | 11 | 0.89 | O=C(O)Cc1ccc(Oc2ncc(C(F)(F)F)cc2Cl)cc1
1 | 1 | 14 | 2 | -4 | -3 | -52 | 1.5 | Cc1ccc2cc3c(NC(=O)c4cccnc4)nn(C)c3nc2c1
1 | -5 | -6 | -9 | -2 | -2 | -20 | 1.2 | CCC(C(=O)NCc1cccnc1)n1nc(C)c2sc3ccccc3c2c1=O (stereo not given)
1.2 | -8 | -10 | -5 | -18 | -4 | -7 | 1.1 | CN(c1ccccc1)S(=O)(=O)c1ccc(NC(=O)C2CCCCC2C(=O)O)cc1 (stereo not given)

Part of the list above with just ATG4B inhibitor.
molecule	ATG4B inhibitor
N#CC1=C(N)Oc2n[nH]c(-c3ccc(F)cc3)c2C1c1cccc(OC(=O)N2CCOCC2)c1 (stereo not given)	-4
Clc1ccc(COc2ccccc2-c2ccnc3ncnn23)cc1	3
CN(C)N1C(N)=C(C#N)C(c2ccc3c(c2)OCO3)C2=C1CCCC2=O (stereo not given)	9
CN(CC(=O)Nc1ccccc1Cl)C(=O)C1CCN(S(=O)(=O)c2ccc3c(c2)OCCO3)CC1	-5
NC(=O)C(c1ccccc1)C1CCCCC1 (stereo not given)	13

Bioassay records from PubChem BioAssay.
